procasp7 counter – counter-screen: procaspase-7 (human) activation; P55210; recombinant procaspase-7, Ac-DEVD-pNA absorbance 405 nm; D23A/D198A/D206A triple mutant, cannot self-cleave; scale: DMSO 0, 5 µM enzyme 100; activation, % at 8.5 µM; 330,000 compounds, 0.093% hits;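 active = percent activation above the screen-wide mean plus 3 SD, cut at about 25% in these data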
Target sequence (P55210 whole entry D23A/D198A/D206A): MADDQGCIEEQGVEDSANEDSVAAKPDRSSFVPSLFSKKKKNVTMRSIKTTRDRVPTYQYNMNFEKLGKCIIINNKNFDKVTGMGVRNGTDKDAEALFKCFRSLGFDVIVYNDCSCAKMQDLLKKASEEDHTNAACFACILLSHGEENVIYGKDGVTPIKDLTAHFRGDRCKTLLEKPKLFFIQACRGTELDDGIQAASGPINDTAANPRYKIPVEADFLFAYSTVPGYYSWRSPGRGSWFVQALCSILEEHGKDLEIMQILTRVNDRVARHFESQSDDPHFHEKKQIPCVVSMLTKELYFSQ
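Assay system: Uncleavable procaspase-7 mutant enzyme; Input: 2 µM procaspase-7 mutant as dispensed; Also added: DEVD-pNA substrate; Medium: Zinc-free HEPES pH 7.4 with 300 mM NaCl, 0.01% Triton X-100; Timing: 1 h compound preincubation, 2 h substrate cleavage, 25 °C; Measured by: Epi-absorbance of released pNA at 405 nm, two timepoints.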
Efflux pump inh – antifungal efflux pump inhibition, Nile Red retention | S. cerevisiae Candida pump triplex | inhibition, % at 10 µM | 330,000 compounds, 0.44% hits | AID 485275;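 active = plate passing quality check with inhibition over a set limit, or well fluorescence over plate mean plus 4 SD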;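 also: Nile Red retained in pooled yeast measured as flow cytometry median fluorescence; 0% = buffer negative control and 100% = Enniatin B positive control; higher means more Nile Red kept so more efflux inhibition; some compounds called inactive have numbers as strong as hits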
proCasp3 act – activators of human procaspase-3 | P42574 | activation, % at 8.5 µM | 330,000 compounds, 0.11% hits | recombinant procaspase-3 D3A, Ac-DEVD-pNA absorbance 405 nm | AID 463141;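 active = activation above the mean of all tested compounds plus 3 SD, cut at about 21% in these data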;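 also: 0% = DMSO alone and 100% = DMSO wells spiked with extra 5 µM PC-3 D3A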
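Evaluation: percent activation relative to control range; Material: Procaspase-3 D3A mutant, all three cleavage aspartates alanine; Compound: single dose, 8.5 µM nominal compound, 0.8% DMSO; Replication: one well per compound; Signal: absorbance at 405 nm, 0 and 120 min; Schedule: 1 h preincubation plus 2 h reaction at 25 °C.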
HCV core dimer – blocks dimerization of HCV core protein; TR-FRET GST/Flag-core106 dimerization, 1536-well; inhibition, % at 5 µM; 300,000 compounds, 0.33% hits; AID 1899;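 active = inhibition above the mean of all tested compounds plus 3 SD, set per screening campaign, cut at about 45% in these data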
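Material: Tagged HCV core106 pair (GST and Flag) | Amount: GST-core106 13.5 nM, Flag-core106 17 nM | Medium: KF-containing HEPES buffer, pH 7.45, DTT, CHAPS, BSA | Reagent: Eu donor and XL665 acceptor anti-tag antibodies | Schedule: 4 h at 22.5 °C | Technique: Time-resolved FRET, ex 340 nm, em 617 and 671 nm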
GASC-1 inh – human JMJD2C demethylase inhibition; inhibition, % at 2.35 µM; 330,000 compounds, 0.069% hits; GST-JMJD2C(1-420) H3K9me3 demethylation, DELFIA europium; AID 2099;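 active = more than half of a compound's replicate wells show inhibition beyond 50%, single wells judged on their own value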;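 also: signal counts dimethyl H3K9 product captured on neutravidin plate; 0% = median of DMSO wells and 100% = 0.3 times that DMSO median; strong numbers were not always called active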
Target sequence (Q9H3R0 1-420 limits assumed): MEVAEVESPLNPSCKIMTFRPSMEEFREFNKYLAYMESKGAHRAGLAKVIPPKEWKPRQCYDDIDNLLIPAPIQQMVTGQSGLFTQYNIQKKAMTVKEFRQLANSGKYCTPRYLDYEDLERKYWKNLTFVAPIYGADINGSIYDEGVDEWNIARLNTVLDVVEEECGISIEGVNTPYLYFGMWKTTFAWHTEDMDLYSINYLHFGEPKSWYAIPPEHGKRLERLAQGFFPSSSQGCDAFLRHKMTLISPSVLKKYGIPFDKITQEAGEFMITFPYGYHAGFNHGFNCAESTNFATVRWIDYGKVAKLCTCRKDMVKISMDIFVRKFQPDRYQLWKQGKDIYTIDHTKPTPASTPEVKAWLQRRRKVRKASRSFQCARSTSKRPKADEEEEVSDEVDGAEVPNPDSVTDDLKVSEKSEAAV
PP5 inh – blocks human protein phosphatase 5 activity | 320,000 compounds, 0.18% hits | purified PP5c, OMFP substrate fluorescence | P53041 | inhibition, % at 6.7 µM | AID 1987;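 active = inhibition above the campaign's mean inhibition across all tested compounds plus 3 SD, cut at about 9.5% in these data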;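 also: 0% = DMSO only and 100% = 100 µM cantharidin control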
PP1 counter – blocks human PP1-alpha phosphatase, a PP5 counter-screen; purified PP1alpha, OMFP fluorescence; inhibition, % at 6.7 µM; 320,000 compounds, 0.9% hits; AID 2235;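 active = inhibition above the mean inhibition of all tested compounds plus 3 SD, computed separately for each screening campaign, cut at about 15% in these data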
Target sequence (P62136 whole entry, looked up): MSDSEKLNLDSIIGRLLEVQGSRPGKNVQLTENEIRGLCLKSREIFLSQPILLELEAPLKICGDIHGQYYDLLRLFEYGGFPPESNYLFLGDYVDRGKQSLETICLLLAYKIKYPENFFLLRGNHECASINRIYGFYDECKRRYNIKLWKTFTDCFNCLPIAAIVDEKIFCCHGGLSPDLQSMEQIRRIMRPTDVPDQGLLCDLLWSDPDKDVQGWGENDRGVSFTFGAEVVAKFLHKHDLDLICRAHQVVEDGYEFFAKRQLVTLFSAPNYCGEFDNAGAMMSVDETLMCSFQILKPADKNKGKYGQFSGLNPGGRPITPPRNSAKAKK
TPT1 inh – C. albicans TPT1 enzyme inhibition; recombinant caTPT1, FP RNA substrate dephosphorylation; inhibition, % at 5 µM; 300,000 compounds, 0.81% hits; AID 1962;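 active = inhibition above the mean of all tested compounds plus 3 SD, set per screening campaign, cut at about 24% in these data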;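 also: plate controls were DMSO alone for no effect and ferristatin control at 100 nM for full effect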
Fh CTSL1 inh – cathepsin L1 inhibition, PFM18AAP counter-screen | inhibition, % at 5.96 µM | 300,000 compounds, 0.49% hits | recombinant F. hepatica cathepsin L1, Z-Leu-Arg-MCA fluorescence;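 active = inhibition above the mean of all tested compounds plus 3 SD, set per screening campaign, cut at about 17% in these data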;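 also: 0% = plate median of test compound wells and 100% = 1 µM Z-Phe-Ala-diazomethylketone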
Starred values were filed as active, the others as inactive; x = no result given; & = joins results of further samples.

Values run as follows: procasp7 counter	Efflux pump inh	proCasp3 act	HCV core dimer	GASC-1 inh	PP5 inh	PP1 counter	TPT1 inh	Fh CTSL1 inh
> CC1(C)c2[nH]c3ccccc3c2C[C@H]2C(=O)N(Cc3cccc(F)c3)C(=O)N21
  11	0.0	-2	-9	5	6.0	1	-1	-2
> C=CCNC(=S)N1CCN(c2ccc([N+](=O)[O-])cc2)CC1
  -12	0.1	-5	0	-1	0.2	3	1	1
> Cc1ccc(C2(c3noc(CN(C)Cc4cnn(C)c4)n3)CCCC2)cc1
  8	-0.1	17	-2	-6	0.9	-2	-8	-1
> COc1cccc([C@@H]2Oc3ccc(Br)cc3C(=O)[C@H]2OC(=O)NC2CCCC2)c1
  -4	0.1	-2	25	x	4.2	7	2	3
> COCCCNC(=O)c1ccc(C(=O)NCCCOC)cc1
  6	0.1	3	2	9	2.5	-1	3	4
> COc1cc(NC(=O)Cn2ccsc2=N)cc(OC)c1
  -5	-0.1	-4	1	-5	-0.7	-4	2	1
> Cc1nnc(NC(=O)C2CCN(S(=O)(=O)c3ccc(F)c(F)c3)CC2)o1
  3	0.0	1	x	2	x	x	x	x
> Cc1sc(NC(=O)Cc2ccc3c(c2)OCO3)nc1-c1ccc2c(c1)CCN2C(=O)c1cccc(F)c1
  7	-0.8	1	28	-5	1.2	9	-6	6
> COc1ccc(OC)c(-c2nc(C(N)=O)c3[nH]c(=O)n(-c4ccc(F)cc4)c3n2)c1
  -1	0.2	0	-16	2	-0.2	12	2	0
> N#Cc1c(-c2cccs2)cc(-c2ccccn2)nc1N
  -2	0.1	-14	10	-16	4.1	16*	-2	2
> COc1ccc(NC(=S)NC2CCCCC2)c(OC)c1
  2	0.0	-10	-1	5	4.5	-4	-2	4
> CCOC(=O)C(C)Sc1nc(N2CCOCC2)c2c(c1C#N)CC(C)(C)OC2 (stereo unspecified)
  -12	-0.1	-14	-7	-3	1.3	-2	-3	0
> CC(=O)c1ccc(NC(=O)Cn2c(=O)oc3ccccc32)cc1
  8	0.0	-2	0	6	0.7	-1	-2	6
> COc1ccc(Cl)cc1NC(=O)c1cccc(N2C(=O)C3CC=CCC3C2=O)c1 (stereo unspecified)
  -4	-0.3	-4	-4	6	0.6	2	1	0
> Cc1cc(OCC(=O)O)c2cccc(C)c2n1
  3	0.1	-1	-7	0	1.5	0	0	-3
> O=C(O)CC1(CC(=O)NCc2ccc(Cl)cc2)CCCCC1
  0	0.0	5	7	2	-0.9	1	1	1
> Nc1ncnc2c1ncn2[C@H]1C[C@H](O)[C@@H](CO)O1
  4	0.6	-3	-4	x	3.2	7	2	-5
> O=C1N[C@@H](Cc2cn(S(=O)(=O)c3ccc(F)cc3)c3ccccc23)C(=O)N[C@H]1Cc1ccccc1
  -3	-0.1	1	-1	-25	2.8	4	0	-1
> COc1ccc(CNC(=O)C23CC4CC(CC(Br)(C4)C2)C3)cc1
  -2	0.0	-3	4	20	1.2	1	-1	-4
> CC1(C)CC(=O)CC2(C1)NCC(c1ccccc1Cl)c1c2[nH]c2ccccc12 (stereo unspecified)
  3	0.1	1	2	0	4.0	1	1	5

Next part.
Values run as follows: procasp7 counter	Efflux pump inh	proCasp3 act	HCV core dimer	GASC-1 inh	PP5 inh	PP1 counter	TPT1 inh	Fh CTSL1 inh
> Cc1cccc(N2C(=O)c3cccc(Oc4ccc(Cl)cc4)c3C2=O)c1
  0	0.1	-9	8	15	2.7	3	-1	2
> Cc1ccc(C)c(Cn2c(=O)n(CCC(=O)NCc3ccco3)c(=O)c3sccc32)c1
  -3	0.8	2	0	-10&0	1.9	-3	2	0
> O=C(COc1ccccc1Cl)Nc1ccc(Cl)cn1
  9	0.0	3	0	16	0.0	0	3	1
> CCc1ccc(C(C)(O)C(CN2CCOCC2)c2ccccc2)cc1 (stereo unspecified)
  5	0.1	1	10	2	-0.5	-2	-1	2
> CO/N=C\CC(=O)Nc1ccc(Cl)cc1Cl
  11	0.5	0	-7	-10	2.5	-4	1	1
> Cc1c(Cl)cccc1NC(=S)NCc1ccccc1Cl
  -4	0.3	3	-2	4	4.1	0	5	-2
> O=C(CCCC(=O)n1cnc2ccccc21)n1cnc2ccccc21
  3	0.0	4	2	7	-2.9	-8	-2	-3
> Cc1cc(C)cc(N2C(=O)CSC2c2ccccn2)c1 (stereo unspecified)
  -2	-0.2	2	-3	0	-0.3	-4	-3	-2
> Oc1cccc2ccc(/C=C/c3cccs3)nc12
  -3	-0.2	11	-7	2	1.9	24*	1	-2
> Cc1ccc(C)c(Cn2c(CN(C)Cc3ccccc3)nc3c2c(=O)n(C)c(=O)n3C)c1
  -3	0.1	-4	31	8	1.3	6	-1	1
> COc1cccc(C2CC(c3c(-c4ccccc4)c4cc(Cl)ccc4[nH]c3=O)=NN2S(C)(=O)=O)c1OC (stereo unspecified)
  -5	0.1	14	14	9	7.2	10	2	2
> COc1ccc2[nH]cc(CCNC(=O)c3ccc4ccccc4n3)c2c1
  0	0.1	2	6	-15	0.4	0	-1	4
> O=C(O)C1CCN(S(=O)(=O)N2CCOCC2)CC1
  -40	0.4	-11	-1	5	2.0	7	0	-10
> O=S(=O)(c1ccc2oc3ccccc3c2c1)N1CCCC1
  3	0.0	-4	11	18	1.1	1	2	-1
> O=C1CCCC/C1=C\Nc1ccc(S(=O)(=O)Nc2cnc3ccccc3n2)cc1
  -8	0.0	5	0	9	-1.6	-2	55*	1
> CN(CC(=O)Nc1cccc(F)c1)C(=O)c1cc(-c2ccccc2)nc2ccccc12
  14	-0.1	4	-2	-2	6.5	4	-4	-2
> Cc1ccc(S(=O)(=O)CC(=O)N2CCN(c3ccc(F)cc3)CC2)cc1
  18	-2.6	-4	-1	9	0.2	-1	0	-3
> COCC(=O)Nc1cc(Cl)ccc1C(F)(F)F
  6	-0.1	-4	-4	8	-0.3	-4	-3	-4
> O=C(O)CN=C1CC(c2ccccc2)CC(=O)/C1=C(/O)CCCN1C(=O)c2ccccc2C1=O (stereo unspecified)
  -2	0.3	1	1	8	-2.3	-1	0	-6
> COc1ccccc1N1CCN(CCCCN2C(=O)c3ccccc3C2=O)CC1
  -10	-0.1	0	-6	10	2.5	2	-1	-3

Remaining list, next part.
Values run as follows: procasp7 counter	Efflux pump inh	proCasp3 act	HCV core dimer	GASC-1 inh	PP5 inh	PP1 counter	TPT1 inh	Fh CTSL1 inh
> Cc1nc2cc(C)c(C)cc2s1
  9	0.0	-3	-1	-5	-0.7	-5	3	-3
> O=C(Cn1ccc2ccccc2c1=O)NCCC(=O)NC1CCN(Cc2ccccc2)CC1
  5	0.1	2	-2	0	0.6	-3	-3	1
> CCCn1nc(NS(=O)(=O)c2cccc3nonc23)c2cc3ccccc3nc21
  0	0.1	-7	-14	2	-1.3	4	2	3
> CCCN(CC(=O)Nc1ccccc1OC)C(=O)c1ccc2c(c1)NC(=O)C(C)S2 (stereo unspecified)
  14	-0.1	0	x	11	-0.2	-3	x	x
> CN(CC(=O)NCC1CCCO1)S(=O)(=O)c1cc(Cl)ccc1Cl (stereo unspecified)
  -4	-0.1	7	-6	-1	-2.9	-4	-2	-2
> C=CCn1c(SCC(=O)NC2CCCC2)nnc1-c1ccncc1
  8	-0.2	-2	-12	3	1.3	0	-7	1
> COc1ccc(C(=O)OCC(=O)NC2CC2)cc1S(=O)(=O)N(C)Cc1ccccc1
  7	-0.1	2	-1	1	-0.5	-2	2	-7
> O=C1NCCN(Cc2ccc(Cl)c(F)c2)C1CC(=O)N1CCc2ccccc2C1 (stereo unspecified)
  1	-0.2	-5	6	6	-0.2	-4	-7	-1
> Cc1cn(Cc2ccccc2Cn2cc(C)c(=O)[nH]c2=O)c(=O)[nH]c1=O
  -4	0.1	9	1	3	-0.3	-4	-2	0
> CCCCOC(=O)NC1(C)CCS(=O)(=O)C1 (stereo unspecified)
  7	0.3	-4	-5	-4	-3.3	-3	-1	3
> CCOC(=O)C1CCN(C(=O)Cc2cccc3ccccc23)CC1
  5	0.0	6	-4	1	2.8	-5	-3	-3
> c1ccc(N2CCN(Cc3ccsc3)CC2)nc1
  -13	-0.1	2	-3	2	2.0	2	-2	2
> Cc1cccc(-c2ocnc2C(=O)N2CCN(C(=O)c3cccs3)CC2)c1
  -6	-0.1	3	-8	-13	1.3	1	2	-2
> COc1ccc(OCCSc2nnc(-c3ccccc3)n2N)cc1
  -4	0.0	3	1	-2	-2.6	-5	-2	-1
> O=C(Nc1cccc(NC(=O)c2cc([N+](=O)[O-])ccc2Cl)n1)c1cc([N+](=O)[O-])ccc1Cl
  3	0.0	2	20	-34	-0.2	4	2	-2
> CCC(C)(C)NC(=O)C(C(C)C)N(CC1CCCO1)C(=O)CNS(=O)(=O)c1ccc(F)cc1 (stereo unspecified)
  0	-0.3	-1	2	6	1.9	-1	-1	-1
> Clc1ccc(CN2CCCCCC2)cc1Cl
  0	0.0	-5	11	0	0.6	-1	-1	2
> CCCCNC(=O)N(O)C1N(/N=C/c2cccnc2)C(=S)SC1(C)C (stereo unspecified)
  5	-0.1	3	-4	3	-0.9	-3	-1	-1
> CC(C)(Oc1ccc(Cl)cc1)C(=O)NCc1ccncc1
  -3	0.0	-2	1	4	1.1	0	-5	-1
> CC(=O)Nc1ccc(NC(=O)Nc2ccc(C)c(C)c2)cc1
  -6	0.0	-1	4	-3	2.7	-5	1	-2

(listing goes on)
Values run as follows: procasp7 counter	Efflux pump inh	proCasp3 act	HCV core dimer	GASC-1 inh	PP5 inh	PP1 counter	TPT1 inh	Fh CTSL1 inh
> COc1cccc(NC(=O)c2oc3ccc(S(=O)(=O)N4CCOCC4)cc3c2C)c1
  0	0.1	8	4	-3	1.3	0	4	1
> CCN(CC)c1nc(N)c2c(N)nc(OC)cc2c1C#N
  -17	0.5	-8	-21	-4	8.4	1	4	-2
> CCN1CCN(C(=O)Cn2ncc3c([nH]c4ccc(C)cc43)c2=O)CC1
  2	-0.3	7	6	-11	-0.5	1	-1	-2
> Cc1onc(-c2ccccc2)c1C(=O)NC(=S)Nc1sc2c(c1C#N)CCCC2
  -30	0.1	-15	4	1	-7.4	1	3	-3
> NCCCC[C@H]1CNC(=O)C(=O)N1CCc1cccc2ccccc12
  2	0.0	6	3	5	1.6	-1	-1	0
> Cc1cccc2cc(CN(C(=O)c3cccs3)c3ccccc3)c(=O)[nH]c12
  3	0.2	3	1	-5	3.3	1	-1	0
> Cc1ccc([N+](=O)[O-])c(NC(=O)COC(=O)C2CC3CCCC(C2)C3=O)c1C (stereo unspecified)
  -5	-0.3	0	-12	-15	-0.3	2	-3	3
> NS(=O)(=O)c1cccc(NC(=O)Nc2ccccc2)c1
  5	0.0	7	-8	-1	4.2	-5	1	-3
> CCN(CC)S(=O)(=O)c1ccc(/C=C/C(=O)OCC(=O)c2c(N)n(C)c(=O)n(C)c2=O)cc1
  6	0.1	4	4	-3	-0.2	-4	3	2
